HUVEC tox TNFa: cytotoxicity in TNFa-stimulated HUVEC, primary screen, cytotoxicity control for VCAM1 expression modulator project, imaging, Hoechst nuclei count. AID 848, 2007. HUVEC TNFalpha-stimulated, Hoechst cell count. cell count reduction, % at 2 µM. 93,000 compounds, 0.17% hits;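 active = cell count reduction exceeding the screen mean by over 5 SD, scaled to untreated wells per plate, cut at about 78% in these data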;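 note: cells counted after 24 h of TNF alpha exposure following the 1 h pretreatment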
CYP2C19 inh: blockers of cytochrome P450 2C19 activity – biochemical, luminescence, ADME assay, primary screen | 96,000 compounds, 21% hits | AID 778, 2007 | CYP2C19 Supersomes, luciferin-H EGE luminescence, 30 min | inhibition, % at 5 µM;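 active = CYP2C19 inhibition above a set limit at 5 µM in the primary screen, cut at about 50% in these data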;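 note: plate controls were negative control wells for no effect and 2.5 mM tranylcypromine positive control for full effect; values of inactives mirror those of a sister screen read the other way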
hDAT+cocaine: changed hDAT dopamine uptake under cocaine IC80, either direction, primary screen, cocaine antagonist project, cell-based, LLC-PK1 hDAT, [14C]-dopamine uptake, MLSMR; Sodium-dependent dopamine transporter (Homo sapiens), Q01959; LLC-PK1 hDAT cells, [14C]-dopamine uptake with cocaine IC80; actives deviate in either direction; B-score at 10 µM; 110,000 compounds, 1.3% hits;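 active = Z score or B-score, a plate-position-corrected score, falls beyond the plate's 99.7% confidence bounds, in either direction; inactive = both scores lie inside the 99.7% bounds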;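 note: scored against the spread of the other compound wells on the same plate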
Target sequence (Q01959 whole entry, looked up): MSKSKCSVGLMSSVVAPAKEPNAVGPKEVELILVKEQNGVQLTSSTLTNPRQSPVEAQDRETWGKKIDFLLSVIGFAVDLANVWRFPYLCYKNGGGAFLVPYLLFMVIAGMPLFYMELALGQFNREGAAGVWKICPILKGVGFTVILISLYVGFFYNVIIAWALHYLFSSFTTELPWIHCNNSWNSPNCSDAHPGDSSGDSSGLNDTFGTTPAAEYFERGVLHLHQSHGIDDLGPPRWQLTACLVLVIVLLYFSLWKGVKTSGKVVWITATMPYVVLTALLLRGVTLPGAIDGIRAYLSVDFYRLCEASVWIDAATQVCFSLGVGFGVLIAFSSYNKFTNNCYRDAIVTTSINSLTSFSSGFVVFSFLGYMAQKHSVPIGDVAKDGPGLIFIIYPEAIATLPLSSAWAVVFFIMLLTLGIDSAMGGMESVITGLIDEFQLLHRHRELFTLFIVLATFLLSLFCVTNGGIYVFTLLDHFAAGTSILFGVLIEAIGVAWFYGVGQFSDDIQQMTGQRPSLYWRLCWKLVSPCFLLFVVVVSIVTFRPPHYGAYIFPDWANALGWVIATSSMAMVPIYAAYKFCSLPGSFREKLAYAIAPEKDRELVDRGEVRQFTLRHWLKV
Calb biofilm kill: clotrimazole potentiators killing Candida biofilms, primary screen, with clotrimazole, Alamar Blue. inhibition, % at 6 µM. C. albicans biofilm + clotrimazole. 85,000 compounds, 0.14% hits. AID 834, 2007;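 active = inhibition above 20%; inactive = inhibition below 20%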;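 note: preformed 24 hr biofilms exposed to compound for 48 hr; 0% = biofilm without compound and 100% = blank killed by clotrimazole plus chlorhexidine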
CYP2C9 activ: human CYP2C9 activators, primary screen, biochemical, luminescence; Cytochrome P450 2C9 (Homo sapiens), P11712; recombinant CYP2C9, luciferin-H conversion; active compounds read high; factor 1 = untreated enzyme, 0 = blocked; activation factor at 5 µM; 96,000 compounds, 1.4% hits; AID 1024, 2008;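 active = activation factor of 2 or more for CYP2C9 at a 5 µM dose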;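 note: 0 = sulfaphenazole-blocked wells and 1 = vehicle-only wells; values of inactives mirror those of a sister screen read the other way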
CYP2C9 inhib: blockers of cytochrome P450 2C9 activity – biochemical, luminescence, ADME assay, primary screen; P11712; CYP2C9 Supersomes, luciferin-H conversion; inhibition, % at 5 µM; 96,000 compounds, 20% hits; AID 777, 2007;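 active = blocking of liver enzyme CYP2C9 beyond about 50% at 5 µM, limit read from the data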; note: values of inactives mirror those of a sister screen read the other way
HUVEC tox IL1B: cytotoxicity in IL-1B stimulated HUVEC, primary screen, cytotoxicity control for IL-1B NFkB translocation project, imaging, Hoechst nuclear count, IL-1B stimulus. cell count reduction, % at 2 µM. 94,000 compounds, 0.41% hits. HUVEC cell count loss;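 active = cell count reduction more than 3 SD above the screen-wide mean, cut at about 70% in these data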;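 note: normalized per plate to untreated control cells as the no-loss baseline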
CYP2C19 act: human CYP2C19 activators, primary screen, biochemical, luminescence. 96,000 tested, under 10 active. activation factor at 5 µM. recombinant CYP2C19, luciferin-H EGE luminescence; active compounds read high; 0 = fully inhibited enzyme, 1 = untreated enzyme;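 active = activation factor of at least 2 at 5 µM in the primary screen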;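 note: 0 = wells with 2.5 mM tranylcypromine and 1 = vehicle-only wells; values of inactives mirror those of a sister screen read the other way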
VCAM1 TNFa inh: inhibitors of TNFa-induced VCAM1 expression, primary screen, imaging, HUVEC, TNFa stimulus, immunofluorescence; HUVEC TNFa-induced VCAM-1 immunofluorescence, high-content imaging; inhibition, % at 2 µM; 95,000 compounds, 0.48% hits; AID 802, 2007;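 active = inhibition above the batch mean plus 3 SD, with images confirmed as a hit by eye, cut at about 37% in these data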;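 note: 0% = TNF-stimulated DMSO wells and 100% = unstimulated control wells; not every result past the cut was called active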
* = called active by the depositor; . = no result given.

[1] CSCCNC(=O)c1ccc(C(C)(C)C)cc1
[2] CN(CC(=O)Nc1cccnc1)S(=O)(=O)c1ccccc1
[3] O=C(NCCc1c[nH]c2ccccc12)c1cc(S(=O)(=O)N2CCCCC2)ccc1N1CCOCC1
[4] Cc1nnc(C)c2c(C)n(-c3ccc(Br)cc3)c(C)c12
[5] Cc1cc(C)c(C#N)c(SCC(O)CS(=O)(=O)Cc2ccccc2)n1 (stereo unspecified)
[6] C=CCNC(=S)NNC(=O)c1cccn(Cc2ccc(Cl)cc2)c1=O
[7] CCOC(=O)c1ccc(Nc2cc(C)nc(N3CCOCC3)n2)cc1
[8] CC[n+]1c(C)sc2c(C)cc(C)cc21
Compound,1,2,3,4,5,6,7,8
HUVEC tox TNFa,16,-3,-13,-40,-49,-4,-40,-6
CYP2C19 inh,33,14,19,8,97*,9,46,4
hDAT+cocaine,-0.62,1.2,-0.14,-0.52,-0.012,0.9,-0.67,0.56
Calb biofilm kill,3,3,4,3,1,.,.,.
CYP2C9 activ,0.8,0.8,0.9,1.2,0.3,1,0.5,1.1
CYP2C9 inhib,15,19,13,-15,72*,0,46,-7
HUVEC tox IL1B,-26,6,-9,-4,1,84*,-6,9
CYP2C19 act,0.7,0.9,0.8,0.9,0,0.9,0.5,1
VCAM1 TNFa inh,10,-7,6,6,-2,12,-9,-9

CYP2C9 inhib: what is marked active above.
cpd	compound	CYP2C19 inh	hDAT+cocaine	CYP2C9 activ	CYP2C9 inhib	CYP2C19 act	VCAM1 TNFa inh
5	Cc1cc(C)c(C#N)c(SCC(O)CS(=O)(=O)Cc2ccccc2)n1 (stereo unspecified)	97*	-0.012	0.3	72*	0	-2

The list continues.
[9] COc1ccc(Nc2cc(C(=O)NCCCN3CCOCC3)c3ccccc3n2)c(OC)c1
[10] O=C1CCCC2=C1C(c1ccsc1)CC(=O)N2c1nnc(SCc2ccccc2)s1 (stereo unspecified)
[11] O=C(NCCCO)c1nnc(Cc2c(F)cccc2Cl)o1
[12] Cc1cc(C)nc(SCC(=O)c2c(N)n(C)c(=O)n(C)c2=O)n1
[13] O=C(NNC(=O)C1CCN(Cc2cccc(F)c2)CC1)c1cccc(Cl)c1
[14] CCOC(=O)c1c(NC(=S)Nc2ccccc2)sc2c1CCN(C)C2
[15] CCn1cc(C(=O)N(CCCN2CCOCC2)Cc2ccco2)c(=O)c2ccc(C)nc21
[16] CCOc1ccc(C2/C(=C(\O)c3c(C)[nH]c(C(=O)OC)c3C)C(=O)C(=O)N2CCN(C)C)cc1 (stereo unspecified)
Compound,9,10,11,12,13,14,15,16
HUVEC tox TNFa,0,-22,-15,-8,-26,-19,.,76
CYP2C19 inh,3,9,-18,17,-15,26,0,0
hDAT+cocaine,1.4,0.099,-0.37,.,0.16,-0.092,-0.57,1.2
Calb biofilm kill,1,.,-2,8,.,.,1,8
CYP2C9 activ,0.7,0.5,0.9,1.1,0.8,0.8,1,1
CYP2C9 inhib,25,46,5,-7,21,24,-2,-1
HUVEC tox IL1B,12,18,-6,-22,11,-28,.,-8
CYP2C19 act,1,0.9,1.2,0.8,1.1,0.7,1,1
VCAM1 TNFa inh,10,3,-14,-1,8,13,.,92*

[17] CCOC(=O)c1c(NC(=O)CSc2nncs2)sc(C)c1C
[18] Cc1nc(-c2c(-c3ccc(O)cc3O)noc2C(F)(F)F)cs1
[19] COc1ccccc1NC(=O)c1cc(C(=O)O)ccc1C(=O)O
[20] Cc1[nH]nc2c1C(c1ccccc1F)CC(=O)N2 (stereo unspecified)
[21] c1ccc(C2OCC3(CO2)COC(c2ccccc2)OC3)cc1 (stereo unspecified)
[22] CCc1nc2ccccc2n1CC(O)COc1ccc(NC(C)=O)cc1 (stereo unspecified)
[23] CCN1CCN(Cc2ccc(NC(=O)Nc3ccc(SC)cc3)cc2)CC1
[24] c1c(C2CCCCC2)n[nH]c1CN1CCCCC1
Compound,17,18,19,20,21,22,23,24
HUVEC tox TNFa,-48,-1,0,-4,-16,-9,-41,.
CYP2C19 inh,24,71*,10,0,14,.,35,-2
hDAT+cocaine,-0.58,0.34,0.19,0.61,0.091,-1.7,0.35,0.016
Calb biofilm kill,.,6,5,11,.,6,-1,.
CYP2C9 activ,1.2,1.1,1,1.1,1.1,.,0.8,1
CYP2C9 inhib,-22,-14,-2,-8,-11,.,20,-4
HUVEC tox IL1B,-29,-21,-52,-19,11,-14,4,.
CYP2C19 act,0.8,0.3,0.9,1,0.9,.,0.7,1
VCAM1 TNFa inh,-13,9,17,6,10,21,-9,.

[25] Cn1c(-c2ccc(F)cc2)cnc1NCc1ccccc1
[26] Cc1ccc(S(=O)(=O)Oc2ccc(C(c3c(C)[nH][nH]c3=O)c3c(C)[nH][nH]c3=O)cc2)cc1
[27] COc1ccc(C2(C(=O)O)CCCC2)cc1
[28] NS(=O)(=O)c1ccc(CCNC(=O)C2CCCCN2S(=O)(=O)c2ccccc2)cc1 (stereo unspecified)
[29] O=C1CC(SC(=Nc2ccccc2)Nc2ccccc2)C(=O)N1c1ccc(Cl)cc1 (stereo unspecified)
[30] O=c1cc[nH]c2cc(C(F)(F)F)ccc12
[31] Cc1cc(C)cc(NS(=O)(=O)c2ccc3c(c2)c(=O)n(C)c(=O)n3C)c1
[32] O=C(NC1CCCCC1)C1CCCN1C(=O)NCc1ccccc1 (stereo unspecified)
Compound,25,26,27,28,29,30,31,32
HUVEC tox TNFa,1,-6,.,-27,-10,7,-27,-2
CYP2C19 inh,32,24,-11,13,13,8,-2,9
hDAT+cocaine,1.4,-0.99,-0.02,-0.12,0.053,-1,1.8,-0.19
Calb biofilm kill,11,2,4,7,.,9,3,9
CYP2C9 activ,1,1,1.1,0.3,0.9,1,0.7,0.8
CYP2C9 inhib,3,5,-13,66*,7,2,32,24
HUVEC tox IL1B,-5,8,.,-8,-9,12,14,0
CYP2C19 act,0.7,0.8,1.1,0.9,0.9,0.9,1,0.9
VCAM1 TNFa inh,5,-4,.,6,-1,-6,-4,13

[33] Brc1cccc(CN2CCCCCCC2)c1
[34] CC(C)(C)c1ccc(C(=O)c2c[nH]c(C(=O)NCCCN3CCOCC3)c2)cc1
[35] CCOC(=O)C1CCCN(c2ncnc3c2[nH]c2cccc(OC)c23)C1 (stereo unspecified)
[36] CN1CCN(Cc2cc(COCc3ccccc3)c3cccnc3c2O)CC1
[37] Cc1nn(CC(=O)Nc2ccccn2)c(=O)c2ccccc12
[38] COc1ccc(Nc2cc(C)nc(-n3nc(C)cc3C)n2)cc1
[39] CCc1nnc(NC(=O)CSc2nnc3c4ccccc4n(C)c3n2)s1
[40] Cc1ccc(S(=O)(=O)/N=S(\C)CC2CC2(Cl)Cl)cc1 (stereo unspecified)
Compound,33,34,35,36,37,38,39,40
HUVEC tox TNFa,3,.,-13,-6,.,.,.,5
CYP2C19 inh,77*,8,63*,-7,17,46,10,58*
hDAT+cocaine,1.1,-0.47,1.5,0.49,-0.12,0.3,0.61,-0.52
Calb biofilm kill,3,.,0,8,-4,.,7,3
CYP2C9 activ,1.1,1,0.5,1.1,1.1,0.9,0.4,1.6
CYP2C9 inhib,-13,-1,47,-6,-11,10,58*,-60
HUVEC tox IL1B,-16,.,-8,-11,-29,.,.,0
CYP2C19 act,0.2,0.9,0.4,1.1,0.8,0.5,0.9,0.4
VCAM1 TNFa inh,2,.,0,23,.,.,.,6

[41] FC(F)(F)c1ccc(CN2CCCCCC2)cc1
[42] CC(C)NS(=O)(=O)c1ccc(OCC(=O)NCc2ccccc2)cc1
[43] Cc1nn(Cc2ccccc2)c2c1C(c1cccc(Cl)c1)C(C#N)=C(N)O2 (stereo unspecified)
[44] CCOC(=O)c1cnc(SC)nc1Sc1ccccc1
[45] Cc1ccc(-c2noc(CCC(=O)N3CCCC3)n2)cc1
[46] C=C(C)COc1ccc(-c2[nH]ncc2Oc2ccccc2OC)c(O)c1
[47] Cc1ccc(NC(=O)c2c(-c3c(F)cccc3Cl)noc2C)cc1F
[48] Cc1cc(N2CCN(c3cccc(C(F)(F)F)c3)CC2)n2ncnc2n1
[49] CC(Sc1ccccc1)C(=O)Nc1ccc(N2CCOCC2)cc1 (stereo unspecified)
Compound,41,42,43,44,45,46,47,48,49
HUVEC tox TNFa,-14,21,-6,2,-46,-20,.,.,-26
CYP2C19 inh,53*,43,85*,3,52*,61*,83*,21,12
hDAT+cocaine,1.3,-0.81,0.79,1.2,0.26,0.0089,0.22,-0.26,-0.47
Calb biofilm kill,6,7,4,-2,4,9,3,4,.
CYP2C9 activ,0.8,0.4,0.1,0.4,0.5,0.2,0.1,1.8,0.7
CYP2C9 inhib,18,61*,91*,60*,52*,85*,92*,-76,27
HUVEC tox IL1B,-8,47,0,-5,-33,-28,.,.,-20
CYP2C19 act,0.5,0.6,0.1,1,0.5,0.4,0.2,0.8,0.9
VCAM1 TNFa inh,-17,-16,7,6,-23,-12,.,.,12

Some of these compounds in order of the CYP2C9 activ value, lowest first.
No. | smiles | CYP2C19 inh | hDAT+cocaine | CYP2C9 activ | CYP2C9 inhib | CYP2C19 act | VCAM1 TNFa inh
45 | Cc1ccc(-c2noc(CCC(=O)N3CCCC3)n2)cc1 | 52* | 0.26 | 0.5 | 52* | 0.5 | -23
49 | CC(Sc1ccccc1)C(=O)Nc1ccc(N2CCOCC2)cc1 (stereo unspecified) | 12 | -0.47 | 0.7 | 27 | 0.9 | 12
48 | Cc1cc(N2CCN(c3cccc(C(F)(F)F)c3)CC2)n2ncnc2n1 | 21 | -0.26 | 1.8 | -76 | 0.8 | .

3 entries already listed, arranged by number of heavy atoms, smallest number first:
[49] CC(Sc1ccccc1)C(=O)Nc1ccc(N2CCOCC2)cc1 (stereo unspecified)
[47] Cc1ccc(NC(=O)c2c(-c3c(F)cccc3Cl)noc2C)cc1F
[43] Cc1nn(Cc2ccccc2)c2c1C(c1cccc(Cl)c1)C(C#N)=C(N)O2 (stereo unspecified)
Compound,49,47,43
HUVEC tox TNFa,-26,.,-6
CYP2C19 inh,12,83*,85*
hDAT+cocaine,-0.47,0.22,0.79
Calb biofilm kill,.,3,4
CYP2C9 activ,0.7,0.1,0.1
CYP2C9 inhib,27,92*,91*
HUVEC tox IL1B,-20,.,0
CYP2C19 act,0.9,0.2,0.1
VCAM1 TNFa inh,12,.,7

Bioassay records from PubChem.

This is a random part of the collection. About 29% of those tested had a hit in this group.
